S1P4 antagonist: blocks the human S1P4 receptor; AID 1510; O95977; inhibition, % at 4.98 µM; S1P4-expressing cells, antagonist mode, reporter read-out; 220,000 compounds, 0.26% hits; in the data active = inhibition above about 29%;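 also: 0% = wells stimulated with agonist and 100% = vehicle wells without agonist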
p47phox inh: inhibitors of human p47phox binding | p47phox/p22phox peptide binding, fluorescence polarization, 2 h | 220,000 compounds, 0.53% hits | inhibition, % at 24.7 µM;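 active = inhibition above about 30%, limit read from the data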;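 also: 0% = p47phox with labelled peptide and 100% = labelled peptide alone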
Target sequence (P14598 whole entry, looked up): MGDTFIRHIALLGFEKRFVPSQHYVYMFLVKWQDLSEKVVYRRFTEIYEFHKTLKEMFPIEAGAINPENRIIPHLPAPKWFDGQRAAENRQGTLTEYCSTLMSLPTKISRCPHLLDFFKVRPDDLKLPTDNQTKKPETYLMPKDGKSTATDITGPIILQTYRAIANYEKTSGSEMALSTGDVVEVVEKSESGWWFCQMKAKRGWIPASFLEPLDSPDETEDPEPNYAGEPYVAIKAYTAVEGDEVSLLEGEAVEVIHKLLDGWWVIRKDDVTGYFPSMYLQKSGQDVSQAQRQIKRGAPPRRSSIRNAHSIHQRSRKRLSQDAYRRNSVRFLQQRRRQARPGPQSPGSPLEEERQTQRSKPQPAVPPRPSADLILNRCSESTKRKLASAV
CHOP inhibitor: blocks CHOP induction under ER stress; CHO-K1 CHOP-promoter luciferase, tunicamycin-induced, 15-18 h; inhibition, % at 10 µM; 220,000 compounds, 3.8% hits;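 active = compounds that reduced the stress-induced luciferase reporter signal by more than about 70% of percent inhibition, limit read from the data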;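 also: 0% = tunicamycin plus vehicle and 100% = wells without tunicamycin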
NPY-Y1 antag: antagonists of human neuropeptide Y receptor Y1. P25929. HEK293-CNG Y1 cells, membrane potential fluorescence; NPY at EC95, then isoproterenol. inhibition, % at 3.6 µM. 200,000 compounds, 1% hits;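 active = inhibition above the campaign mean inhibition of all tested compounds plus 3 SD, cut at about 20% in these data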;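 also: 0% = DMSO wells given NPY plus isoproterenol and 100% = isoproterenol alone without NPY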
Target sequence (P25929 whole entry, looked up): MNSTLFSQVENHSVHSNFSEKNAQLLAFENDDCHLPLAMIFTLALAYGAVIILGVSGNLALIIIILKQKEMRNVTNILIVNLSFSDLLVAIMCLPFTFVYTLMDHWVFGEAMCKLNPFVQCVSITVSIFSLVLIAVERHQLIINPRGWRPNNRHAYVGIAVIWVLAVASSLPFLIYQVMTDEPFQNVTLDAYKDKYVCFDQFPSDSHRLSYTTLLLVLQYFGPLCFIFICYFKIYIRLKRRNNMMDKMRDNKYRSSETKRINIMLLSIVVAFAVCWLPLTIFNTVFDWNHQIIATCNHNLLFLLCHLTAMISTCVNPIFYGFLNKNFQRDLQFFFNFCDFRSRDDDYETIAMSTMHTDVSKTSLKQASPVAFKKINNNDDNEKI
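Material: HEK293 Y1/CNG channel cell line; also added: NPY (25 nM), isoproterenol (1 µM), Ro 20-1724 (25 µM); doses: one concentration, 3.6 µM, in 0.4% DMSO; schedule: compound incubation 1 h at room temperature, readout 45 min post-stimulation; technique: membrane potential fluorescence; measure: fluorescence ratio normalized to % inhibition between controls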
BaF3 tox: reduces parental Ba/F3 cell viability, JAK2V617F counter-screen; CellTiter-Glo ATP luminescence; inhibition, % at 5.6 µM; 220,000 compounds, 1.1% hits;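 active = inhibition above a per-campaign cutoff, the mean inhibition of all tested compounds plus 3 SD, cut at about 27% in these data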;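 also: 0% = DMSO wells and 100% = JAK Inhibitor I control wells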
NPY-Y1 PAM-ag: potentiates or activates human NPY-Y1 receptor | P25929 | NPY-Y1 expressing cells, potentiator/agonist activation | activation, % at 3.6 µM | 220,000 compounds, 0.37% hits | AID 1304; in the data active = activation above about 33%, passing the limit was not always enough;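 also: cells stimulated with NPY at EC10 then isoproterenol at EC100; 0% = low agonist plus stimulus and 100% = saturating agonist plus stimulus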
NPY-Y2 PAM-ag: human NPY-Y2 potentiation or agonism, primary screen. P49146. cells expressing NPY-Y2, potentiator/agonist read-out. activation, % at 3.6 µM. 220,000 compounds, 0.45% hits; in the data active = activation above about 27%;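 also: cells stimulated with NPY near EC25 plus isoproterenol at EC100; 0% = vehicle plus submaximal agonist and 100% = vehicle plus saturating agonist; some results beyond the cut were filed as inactive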
S1P4 agonist: human S1P4 receptor agonism; S1P4-expressing cell line, agonist reporter assay; 220,000 compounds, 0.35% hits; activation, % at 4.98 µM; O95977; in the data active = activation above about 11%;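 also: 0% = DMSO vehicle and 100% = reference agonist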
Ba/F3 V617F tox: reduce viability of Ba/F3 cells dependent on JAK2V617F | inhibition, % at 5.6 µM | Ba/F3 EpoR-JAK2V617F viability, ATP luminescence | 220,000 compounds, 1.1% hits;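 active = inhibition above the campaign mean plus 3 SD over all tested compounds, cut at about 24% in these data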;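 also: cytokine-independent growth of Ba/F3 cells driven by EpoR plus mutant JAK2; 0% = DMSO-treated cells and 100% = JAK inhibitor I control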
Starred values were filed as active, the others as inactive.

For O=C(N/N=C/c1ccc(Cl)cc1)c1cc2c(s1)-c1ccccc1CC2 the results were S1P4 antagonist -21, p47phox inh -11, CHOP inhibitor 58, NPY-Y1 antag 3, BaF3 tox 8, NPY-Y1 PAM-ag 3, NPY-Y2 PAM-ag -14, S1P4 agonist -0.3 and Ba/F3 V617F tox -1.
For CC(C)(C)c1ccc(CN2C(=O)CSC2=O)cc1 the results were S1P4 antagonist -4, p47phox inh -9, CHOP inhibitor 41, NPY-Y1 antag 3, BaF3 tox 4, NPY-Y1 PAM-ag -8, NPY-Y2 PAM-ag -1, S1P4 agonist 0.7 and Ba/F3 V617F tox 1.
Screening COC(=O)CCCCC1SCC2NC(=O)NC21O (stereo not given) returned S1P4 antagonist -14, p47phox inh -5, CHOP inhibitor 8, NPY-Y1 antag 6, BaF3 tox 1, NPY-Y1 PAM-ag 25, NPY-Y2 PAM-ag -3, S1P4 agonist 2.8 and Ba/F3 V617F tox -2.
`COc1ccc(CC(=O)NNC2=Nc3cccc4cccc2c34)cc1OC` gave S1P4 antagonist -5, p47phox inh -22, CHOP inhibitor -40, BaF3 tox 1, NPY-Y1 PAM-ag -10, NPY-Y2 PAM-ag 10, S1P4 agonist 0.9 and Ba/F3 V617F tox -1.
For CN(C)C(=O)COC(=O)c1ccccc1Nc1ccc(SC(F)F)cc1 the results were S1P4 antagonist -14, p47phox inh -8, CHOP inhibitor -12, NPY-Y1 antag 2, BaF3 tox 10, NPY-Y1 PAM-ag -1, NPY-Y2 PAM-ag 5, S1P4 agonist -0.6 and Ba/F3 V617F tox 4.
CCCOc1ccc(CN(CCC#N)C(=S)NC(=O)c2ccccc2)cc1 was read as S1P4 antagonist -10, p47phox inh -3, CHOP inhibitor -57, NPY-Y1 antag -2, BaF3 tox 6, NPY-Y1 PAM-ag -13, NPY-Y2 PAM-ag -5, S1P4 agonist 1.1 and Ba/F3 V617F tox 1.
`COc1ccc(Cl)cc1C(=O)NNC(=O)c1nc2nc(C)cc(C)n2n1` gave S1P4 antagonist -5, p47phox inh 30, CHOP inhibitor 11, BaF3 tox -1, NPY-Y1 PAM-ag -3, NPY-Y2 PAM-ag -3, S1P4 agonist -0.8 and Ba/F3 V617F tox -4.
Screening CCN(CC)S(=O)(=O)c1ccc(Cl)c(NC(=O)COc2ccc3c(C)cc(=O)oc3c2)c1 returned S1P4 antagonist -7, p47phox inh 4, CHOP inhibitor -40, NPY-Y1 antag -4, BaF3 tox 2, NPY-Y1 PAM-ag -10, NPY-Y2 PAM-ag -6, S1P4 agonist 1.8 and Ba/F3 V617F tox -4.
O=C(c1ccccc1)N1CCN(C2CCCCCC2)CC1 was read as S1P4 antagonist 4, p47phox inh -5, CHOP inhibitor -39, NPY-Y1 antag 6, BaF3 tox 1, NPY-Y1 PAM-ag -17, NPY-Y2 PAM-ag 0, S1P4 agonist 1.5 and Ba/F3 V617F tox 1.
Screening COc1ccc(-c2csc(NC(=O)COC(=O)c3ccco3)n2)cc1 returned S1P4 antagonist -7, p47phox inh -14, CHOP inhibitor -1, NPY-Y1 antag -6, BaF3 tox 8, NPY-Y1 PAM-ag -5, NPY-Y2 PAM-ag -6, S1P4 agonist -2.1 and Ba/F3 V617F tox 2.
Screening CC1CCc2cc(F)ccc2N1S(=O)(=O)c1ccc(Cl)nc1 (stereo not given) returned S1P4 antagonist 9, p47phox inh -26, CHOP inhibitor 18, NPY-Y1 antag 8, BaF3 tox 10, NPY-Y1 PAM-ag 4, NPY-Y2 PAM-ag -5, S1P4 agonist 2.6 and Ba/F3 V617F tox 3.
O=[N+]([O-])c1ccc(/C=C/C2=NN(c3ccccc3)C(c3ccco3)C2)o1 (stereo not given) was read as S1P4 antagonist -11, p47phox inh -73, CHOP inhibitor 3, NPY-Y1 antag -6, BaF3 tox 6, NPY-Y1 PAM-ag 36*, NPY-Y2 PAM-ag 22, S1P4 agonist 0.8 and Ba/F3 V617F tox -1.
Screening C/C(=N\NC(=O)c1cccnc1)c1c(O)cc(C)oc1=O returned S1P4 antagonist -19, p47phox inh -3, CHOP inhibitor 17, NPY-Y1 antag 2, BaF3 tox 2, NPY-Y1 PAM-ag 6, NPY-Y2 PAM-ag -9, S1P4 agonist -0.9 and Ba/F3 V617F tox 2.
For COc1ccc(Nc2nc3ccc(OC)cc3s2)cc1 the results were S1P4 antagonist -12, p47phox inh -1, CHOP inhibitor 4, NPY-Y1 antag -5, BaF3 tox 4, NPY-Y1 PAM-ag 24, NPY-Y2 PAM-ag 6, S1P4 agonist 0.5 and Ba/F3 V617F tox 0.
For O=c1c(C(c2ccc(O)cc2)c2c(O)nc3n(c2=O)CCS3)c(O)nc2n1CCS2 the results were S1P4 antagonist 3, p47phox inh -35, CHOP inhibitor -4, NPY-Y1 antag 3, BaF3 tox 2, NPY-Y1 PAM-ag 4, NPY-Y2 PAM-ag -4, S1P4 agonist 1.1 and Ba/F3 V617F tox 0.
For C#CC(CC)(CC)NC(=O)/C=C/C(=O)O the results were S1P4 antagonist -15, p47phox inh 5, CHOP inhibitor 6, BaF3 tox 4, NPY-Y1 PAM-ag 13, NPY-Y2 PAM-ag -5, S1P4 agonist 1.6 and Ba/F3 V617F tox -1.
Screening CC1CCc2cc(F)ccc2N1C(=O)c1cccs1 (stereo not given) returned S1P4 antagonist 3, p47phox inh -4, CHOP inhibitor 40, NPY-Y1 antag -1, BaF3 tox 0, NPY-Y1 PAM-ag 9, NPY-Y2 PAM-ag 7, S1P4 agonist -0.9 and Ba/F3 V617F tox -1.
For COc1ccc(-c2noc(CCN3C(=O)c4ccccc4C3=O)n2)cc1OC the results were S1P4 antagonist -14, p47phox inh -22, CHOP inhibitor 19, NPY-Y1 antag 5, BaF3 tox 2, NPY-Y1 PAM-ag -18, NPY-Y2 PAM-ag -20, S1P4 agonist -0.4 and Ba/F3 V617F tox -3.
Screening O=C1NC(Cc2c[nH]c3ccccc23)C(=O)N1CCOc1ccccc1 (stereo not given) returned S1P4 antagonist 1, p47phox inh -18, CHOP inhibitor 17, NPY-Y1 antag -1, BaF3 tox 6, NPY-Y1 PAM-ag 6, NPY-Y2 PAM-ag 11, S1P4 agonist 2.0 and Ba/F3 V617F tox 1.
For COc1ccccc1Nc1nc(Cl)c(C=O)s1 the results were S1P4 antagonist -9, p47phox inh -39, CHOP inhibitor -5, NPY-Y1 antag -2, BaF3 tox 3, NPY-Y1 PAM-ag 6, NPY-Y2 PAM-ag 0, S1P4 agonist 1.1 and Ba/F3 V617F tox 1.

Some of these compounds in order of count of non-hydrogen atoms, lowest first.
For COc1ccc(Nc2nc3ccc(OC)cc3s2)cc1 the results were S1P4 antagonist -12, p47phox inh -1, CHOP inhibitor 4, NPY-Y1 antag -5, BaF3 tox 4, NPY-Y1 PAM-ag 24, NPY-Y2 PAM-ag 6, S1P4 agonist 0.5 and Ba/F3 V617F tox 0.
For O=C(N/N=C/c1ccc(Cl)cc1)c1cc2c(s1)-c1ccccc1CC2 the results were S1P4 antagonist -21, p47phox inh -11, CHOP inhibitor 58, NPY-Y1 antag 3, BaF3 tox 8, NPY-Y1 PAM-ag 3, NPY-Y2 PAM-ag -14, S1P4 agonist -0.3 and Ba/F3 V617F tox -1.
Screening CCN(CC)S(=O)(=O)c1ccc(Cl)c(NC(=O)COc2ccc3c(C)cc(=O)oc3c2)c1 returned S1P4 antagonist -7, p47phox inh 4, CHOP inhibitor -40, NPY-Y1 antag -4, BaF3 tox 2, NPY-Y1 PAM-ag -10, NPY-Y2 PAM-ag -6, S1P4 agonist 1.8 and Ba/F3 V617F tox -4.

Continued:
For COc1ccc(OC)c(C2=Nn3c(nnc3-c3cc(OC)c(OC)c(OC)c3)SC2)c1 the results were S1P4 antagonist -20, p47phox inh 5, NPY-Y1 antag 27*, BaF3 tox 8, NPY-Y1 PAM-ag -34, NPY-Y2 PAM-ag -14, S1P4 agonist -0.5 and Ba/F3 V617F tox 3.
For Cc1ccc2c(c1)C1C=CCC1C(C(=O)O)N2 (stereo not given) the results were S1P4 antagonist 4, p47phox inh 6, CHOP inhibitor -10, NPY-Y1 antag 0, BaF3 tox 5, NPY-Y1 PAM-ag -3, NPY-Y2 PAM-ag -18, S1P4 agonist 0.3 and Ba/F3 V617F tox -2.
`Cc1ccc(C2Nc3ccccc3-c3nc4ccccc4n32)o1` (stereo not given) gave S1P4 antagonist -11, p47phox inh -14, CHOP inhibitor 24, NPY-Y1 antag 2, BaF3 tox 4, NPY-Y1 PAM-ag 0, NPY-Y2 PAM-ag 7, S1P4 agonist 12* and Ba/F3 V617F tox -2.
For Cc1ccc(NC(=O)CCl)cc1S(=O)(=O)N1CCCCCC1 the results were S1P4 antagonist -7, p47phox inh 1, CHOP inhibitor 108*, NPY-Y1 antag -3, BaF3 tox 10, NPY-Y1 PAM-ag 13, NPY-Y2 PAM-ag -10, S1P4 agonist 2.3 and Ba/F3 V617F tox 9.
COc1ccccc1N1CCN(C2CCN(S(=O)(=O)c3ccc(C)cc3)CC2)CC1 was read as S1P4 antagonist -3, p47phox inh -11, CHOP inhibitor 11, BaF3 tox -2, NPY-Y1 PAM-ag 14, NPY-Y2 PAM-ag -17, S1P4 agonist 0.8 and Ba/F3 V617F tox -2.
`CCOc1ccccc1NC(=S)NCCCn1ccnc1` gave S1P4 antagonist -21, p47phox inh -4, CHOP inhibitor 7, NPY-Y1 antag 5, BaF3 tox 1, NPY-Y1 PAM-ag -6, NPY-Y2 PAM-ag -1, S1P4 agonist 0.6 and Ba/F3 V617F tox 0.
Screening CSCC[C@H](NC(=O)OC(C)(C)C)C(=O)NCC1CCC(C(=O)O)CC1 (stereo not given in full) returned S1P4 antagonist 1, p47phox inh -13, CHOP inhibitor 18, BaF3 tox 0, NPY-Y1 PAM-ag 19, NPY-Y2 PAM-ag -31, S1P4 agonist 0.9 and Ba/F3 V617F tox -4.
Screening COC(=O)C1=CN(C2CCCCC2)C=C(C(=O)OC)C1c1ccc2c(c1)OCO2 returned S1P4 antagonist -16, p47phox inh -8, CHOP inhibitor 21, NPY-Y1 antag 6, BaF3 tox -2, NPY-Y1 PAM-ag 16, NPY-Y2 PAM-ag 8, S1P4 agonist 1.5 and Ba/F3 V617F tox -3.
Screening O=C(NCCCn1ccnc1)C(=O)NCC1OCCN1S(=O)(=O)c1ccc(F)cc1 (stereo not given) returned S1P4 antagonist -2, p47phox inh 4, CHOP inhibitor 5, NPY-Y1 antag 4, BaF3 tox 5, NPY-Y1 PAM-ag -13, NPY-Y2 PAM-ag -3, S1P4 agonist 3.0 and Ba/F3 V617F tox -3.
`O=C(CN1CCN(Cc2ccc(Cl)cc2)C1=O)NCc1cccs1` gave S1P4 antagonist -2, p47phox inh 0, CHOP inhibitor 13, NPY-Y1 antag 6, BaF3 tox 6, NPY-Y1 PAM-ag 7, NPY-Y2 PAM-ag 3, S1P4 agonist -0.7 and Ba/F3 V617F tox 1.
Screening COc1ccc(N2CCN(CCOc3ccc4c(C)cc(=O)oc4c3)CC2)cc1 returned S1P4 antagonist 4, p47phox inh 1, CHOP inhibitor 32, NPY-Y1 antag 8, BaF3 tox 4, NPY-Y1 PAM-ag -6, NPY-Y2 PAM-ag 0, S1P4 agonist -1.0 and Ba/F3 V617F tox -1.
Screening CCOC(=O)c1cc(C#N)c(N2CCOCC2)nc1-c1ccccc1 returned S1P4 antagonist -9, p47phox inh 6, CHOP inhibitor 10, NPY-Y1 antag 6, BaF3 tox 17, NPY-Y1 PAM-ag -10, NPY-Y2 PAM-ag -11, S1P4 agonist 1.0 and Ba/F3 V617F tox 4.
CCOc1ccc2nc(N3CCC(C(=O)N4CCN(c5ccccn5)CC4)CC3)sc2c1 was read as S1P4 antagonist -7, p47phox inh -10, NPY-Y1 antag 2, BaF3 tox 6, NPY-Y1 PAM-ag -4, NPY-Y2 PAM-ag -18, S1P4 agonist 0.2 and Ba/F3 V617F tox 3.
